TAAR1 antag – human TAAR1 antagonists, primary screen, Fluo-8 calcium fluorescence, CHO RD-HGA16 cells; antagonist; 1.5% of 360,000 active; inhibition, % at 3 µM; Trace amine-associated receptor 1 (Homo sapiens), Q96RJ0;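 active = inhibition above a per-plate cutoff, the mean inhibition of test compounds on that plate plus 3 SD, cut at about 49% in these data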;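 also: 0% = DMSO plus EC80 beta-PEA response and 100% = DMSO alone without agonist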
Target sequence (Q96RJ0 whole entry, looked up): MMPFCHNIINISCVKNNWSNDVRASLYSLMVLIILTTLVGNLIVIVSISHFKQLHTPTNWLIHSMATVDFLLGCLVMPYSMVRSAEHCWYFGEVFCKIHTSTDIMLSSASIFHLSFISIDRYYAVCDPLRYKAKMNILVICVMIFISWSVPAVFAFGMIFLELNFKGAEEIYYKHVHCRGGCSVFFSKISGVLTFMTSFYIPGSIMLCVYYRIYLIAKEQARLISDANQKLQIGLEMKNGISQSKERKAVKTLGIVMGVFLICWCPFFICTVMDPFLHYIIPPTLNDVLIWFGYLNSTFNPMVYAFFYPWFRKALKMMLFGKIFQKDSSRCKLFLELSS
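Test system: hTAAR1-expressing CHO RD-HGA16 cells, Gα16-coupled; Probe or stimulus: EC80 β-phenethylamine stimulus; Compound dosing: single nominal final test compound concentration of 3 µM; Timing: 140 s kinetic read after compound, 140 s after agonist; Signal: Fluo-8 calcium-sensitive fluorescence; Measure: % inhibition of agonist calcium response; Controls: DMSO and EC80 PEA controls.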
M1 PAM parental – nonselective calcium activators in parental CHO-K1 cells, primary screen, counter-screen for M1 PAM project, cell-based, Fluo-8 calcium fluorescence, full deck, 1536-well | activation, % at 3 µM | ATP EC20; 0% at ATP EC20, 100% at ATP max | 0.02% of 360,000 active | AID 602247, 2012;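 active = activation above the run cutoff, the mean activation of all test compounds plus 3 SD, cut at about 40% in these data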;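 also: peak over basal fluorescence ratio in a 140 s read after ATP addition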
TAAR1 agonist – human TAAR1 agonists, primary screen, Fluo-8 calcium fluorescence, CHO RD-HGA16 cells. 0.99% of 360,000 active. Trace amine-associated receptor 1 (Homo sapiens), Q96RJ0. activation, % at 3 µM. AID 624467, 2012. vehicle wells 0%, saturating PEA agonist 100%;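 active = activation above the mean activation of all test compounds in the run plus 3 SD, cut at about 38% in these data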
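test system = CHO RD-HGA16 cells carrying human TAAR1 plus Gα16 | schedule = 17-24 h seeding, 75 min 37 °C dye, 30 min RT | compound dosing = 3 µM single concentration | control set = DMSO and PEA EC100 | replicates = n 1 | signal = Fluo-8 fluorescence, 5 s baseline then 140 s kinetic read | measure = percent activation vs PEA EC100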
CHRM4 PAM – human M4 muscarinic receptor positive allosteric modulators, primary screen, CHO-K1 cells, Fluo-8 calcium fluorescence; CHO-K1 hM4/Gqi5, ACh EC20; 0% = ACh EC20, 100% = maximal ACh; Muscarinic acetylcholine receptor M4 (Homo sapiens), P08173; 0.4% of 360,000 active; activation, % at 3 µM;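 active = activation above its plate's cutoff, the mean activation of sample wells plus 3 SD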; also: some results filed as inactive read as strong as hits
Target sequence (P08173 whole entry, looked up): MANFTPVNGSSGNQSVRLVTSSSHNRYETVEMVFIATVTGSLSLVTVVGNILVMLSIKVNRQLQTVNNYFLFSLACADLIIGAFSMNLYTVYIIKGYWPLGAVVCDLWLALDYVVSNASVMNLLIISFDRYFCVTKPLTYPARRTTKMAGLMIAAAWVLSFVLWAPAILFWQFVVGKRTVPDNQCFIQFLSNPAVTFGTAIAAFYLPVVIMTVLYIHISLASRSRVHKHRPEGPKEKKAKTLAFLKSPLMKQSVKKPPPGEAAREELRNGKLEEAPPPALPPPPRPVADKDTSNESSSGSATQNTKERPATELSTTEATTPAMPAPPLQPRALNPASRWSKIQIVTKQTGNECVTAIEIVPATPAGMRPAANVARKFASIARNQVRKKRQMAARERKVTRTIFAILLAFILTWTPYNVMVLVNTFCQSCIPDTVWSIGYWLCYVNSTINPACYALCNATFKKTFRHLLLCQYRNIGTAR
CRFBP-R2 block – antagonists of CRF-BP/CRF-R2 complex, primary screen, cell-based, HEK293, calcium dye fluorescence, uHTS; CRF-induced calcium fluorescence; inhibition, % at 11.8 µM; 0.59% of 350,000 active; AID 588475, 2011;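 active = inhibition of the ligand-induced calcium signal above about 50% at the single tested concentration, limit read from the data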
M5 antag – human M5 muscarinic receptor antagonists, primary screen, CHO cells, Fluo-8 calcium fluorescence. AID 624040, 2012. inhibition, % at 3 µM. 0.59% of 360,000 active. CHO-hM5 cells, ACh EC80. Muscarinic acetylcholine receptor M5 (Homo sapiens), P08912;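 active = inhibition above a per-plate cutoff, the mean of that plate's test compounds plus 3 SD, cut at about 27% in these data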;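 also: 0% = acetylcholine EC80 with DMSO and 100% = DMSO without agonist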
CHRM5 PAM – human M5 muscarinic receptor positive allosteric modulators, primary screen, CHO-K1 cells, Fluo-8 calcium fluorescence; activation, % at 3 µM; AID 624038, 2012; CHO-K1 hM5, ACh EC20 PAM; 0% = ACh EC20, 100% = ACh EC100; Muscarinic acetylcholine receptor M5 (Homo sapiens), P08912; 0.3% of 360,000 active;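 active = activation above the run cutoff, the mean activation of all test compounds plus 3 SD, cut at about 18% in these data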
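Assay system: CHO-K1 hM5 cells. Also added: acetylcholine at EC20 concentration, added after compound. Dosing: 3 µM, single dose. Times: compound preincubation 140 s before EC20 acetylcholine addition. Signal: Fluo-8 calcium fluorescence. Measure: % activation relative to EC20 and EC100 ACh responses. Repeats: singlicate, one well per test compound.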
CHRM5 agonist – human M5 muscarinic receptor agonists, primary screen, CHO-K1 cells, Fluo-8 calcium fluorescence; Muscarinic acetylcholine receptor M5 (Homo sapiens), P08912; CHO-K1 hM5 cells; 0% DMSO wells, 100% maximal acetylcholine response; activation, % at 3 µM; 0.19% of 360,000 active;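 active = activation above the run's mean over test compounds plus 3 SD, cut at about 23% in these data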;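 also: signal is peak over basal fluorescence ratio across the kinetic read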
CRFBP-R2 agonist – agonists of CRF-BP/CRF-R2 complex, primary screen, cell-based, HEK293, calcium dye fluorescence, uHTS | calcium dye fluorescence (FLIPR); percent of saturating CRF peptide response | activation, % at 13.2 µM | 0.46% of 350,000 active;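 active = activation of at least 50%, plus an integration ratio under a set limit after plate pattern correction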;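 also: plate controls were neutral control wells without compound for no effect and CRF at EC100 for full effect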
* hit, by the source's call; . = no result given.

cpd	Structure	TAAR1 antag	M1 PAM parental	TAAR1 agonist	CHRM4 PAM	CRFBP-R2 block	M5 antag	CHRM5 PAM	CHRM5 agonist	CRFBP-R2 agonist
1	O=C1CSC(c2cn(-c3ccccc3)nc2-c2cc3ccccc3oc2=O)N1Cc1ccco1 (stereo unspecified)	2	24	6	1	45	12	-11	-3	2.9
2	O=C(CCc1nc2ccccc2c(=O)[nH]1)Nc1ccccc1N1CCCC1	9	-23	1	-1	4	-2	0	4	-0.9
3	CCCc1cc(=O)[nH]c(SCC(=O)N(CC)C2CCS(=O)(=O)C2)n1 (stereo unspecified)	.	25	.	11	25	1	5	-2	-2.3
4	COc1cc(C(O)c2nc(-c3cc4ccccc4o3)cs2)ccc1F (stereo unspecified)	26	19	9	-1	.	1	-3	5	.
5	CC(C)c1nnc(N2C(=O)C(O)=C(C(=O)c3cccs3)C2c2ccccc2)s1 (stereo unspecified)	25	-4	40*	-1	-217	9	-6	21	196*
6	CCOc1ccccc1NC(=O)/C(C#N)=C/c1c(C)nn(-c2ccccc2)c1Cl	-8	23	4	-3	19	8	-8	2	-0.9
7	COCCN1C(=O)N[C@@H](c2ccccc2)[C@H](C(C)=O)[C@H]1C	8	16	7	6	-6	4	11	2	-0.4
8	COC(=O)c1[nH]c2ccccc2c1NC(=O)CN1CCCCCC1	18	15	5	-11	7	-5	-2	-8	0.0
9	CCC1CCCCN1Cc1ccc(OC)c(C)c1C (stereo unspecified)	-8	13	0	6	-2	-2	1	-4	-1.4
10	CC(O)C(=O)N/N=C/c1ccccc1C(=O)O (stereo unspecified)	6	5	14	9	-15	1	0	-4	0.3
11	COC(=O)C1=C(C)n2cnnc2NC1c1ccc(Cl)cc1 (stereo unspecified)	10	8	0	4	-28	5	-2	0	-1.3
12	CCNC(=O)NC(=O)CSc1ccc2ccccc2c1	-4	4	2	0	-11	16	-9	-6	-0.2
13	COc1ccccc1NC(=O)Cn1nc(-c2ccc(Cl)cc2)c2ccccc2c1=O	-4	1	1	15	-9	-1	-4	2	0.2
14	CCCCC(=O)Nc1ccc(C(=O)Nc2ccc(S(=O)(=O)Nc3ccc(C)cc3)cc2)cc1	12	1	0	3	5	10	-10	-1	2.1
15	Cc1[nH]c2ccc(C(=O)NCC(C)(C)N3CCOCC3)cc2c1C	-20	18	0	-1	10	9	-3	-3	-0.8
16	Cc1ccccc1COc1cccn2c(N(C)C(=O)CCC3CCCC3)c(C)nc12	29	1	3	-13	.	-4	0	-1	.
17	COc1ccc(CNC(=O)c2cc(-c3ccccc3O)n[nH]2)cc1	5	15	6	4	13	-4	-2	1	-0.9
18	Cc1cn(C2CCCCO2)c(=O)[nH]c1=O (stereo unspecified)	-9	19	1	-1	1	-1	1	3	-3.1
19	Cc1cc(C)nc(NC2=N[C@@H]3CCCC[C@H]3N2C(=O)Nc2cc(Cl)cc(Cl)c2)n1	10	14	3	14	-4	-1	7	1	0.9
20	CCN1CCN(CCC(=O)Nc2ccccc2)CC1	2	-7	3	1	3	1	-4	0	2.9
21	COc1cccc(OCCCCN2CCCCC2)c1	3	20	17	-20	-4	8	-6	-11	-1.7
22	COc1ccc(NC(=O)c2ccco2)cc1NC(=O)c1cccc(F)c1	21	10	-3	0	-3	2	3	-2	1.2
23	O=C(Nc1ccc2nc(-c3ccccn3)[nH]c2c1)C1CCCCC1	10	-18	3	-1	2	6	8	-12	-2.9
24	CC1(c2ccc3ccccc3c2)NC(=O)N(CC(=O)N2CCN(Cc3ccc(C#N)cc3)CC2)C1=O (stereo unspecified)	.	-11	.	7	-4	14	-12	7	-0.6
25	N#Cc1ncc(C(F)(F)F)cc1Sc1ccccc1N	5	5	-3	11	5	4	-1	-5	-3.6
26	Cc1c(Br)ccc(NC(=O)COc2ccccc2C(N)=O)c1C	4	7	4	-7	-2	3	-5	6	1.3
27	CC1(C(=O)NCc2ccco2)CCN1C(=O)C1(c2ccccc2)CC1 (stereo unspecified)	-11	19	0	3	.	-6	-2	0	.
28	C=CCNC(=O)NC(=O)COC(=O)/C(C#N)=C/c1cc(C)n(CCC(C)C)c1C	11	11	13	9	-22	-5	1	1	2.2
29	COCC(=O)N(Cc1cc2ccc(C)cc2[nH]c1=O)c1ccc(OC)cc1	8	-13	16	-2	-1	-2	2	2	0.8
30	O=C(CSCc1ccco1)NC1CCCC1	-7	29	4	0	12	7	-4	-5	0.0
31	CC1=C(C(=O)N2CCOCC2)CC(CC(=O)NCCc2ccccn2)C(=O)N1Cc1ccc(C(C)(C)C)cc1 (stereo unspecified)	3	3	1	0	24	-7	6	0	-1.4
32	C=CCc1cc(OC)ccc1OCCON1C(=O)CCC1=O	-17	18	7	13	8	-4	3	2	-0.1
33	O=c1c2c3c(sc2nc(NCCO)n1-c1ccccc1)CCCC3	3	4	0	4	-2	9	-2	5	0.4
34	CS(=O)(=O)c1ccc(C(=O)N2CCc3ccccc3C2)cc1	-28	-8	1	2	1	6	5	-3	0.2
35	COc1ccccc1C(=O)Nc1ccc(-c2nnn(CC(=O)N3CCOCC3)n2)cc1	9	-13	5	1	9	-4	0	-3	3.9
36	O=C(C1CCN(S(=O)(=O)c2cccs2)CC1)N1CCCCCC1	16	18	6	1	-10	3	-8	-4	-1.0
37	CC(C)(C)C(=O)Nc1nnc(SCc2ccc(F)cc2)s1	-8	12	0	-2	-62	-6	1	-5	-0.6
38	C[C@@H]1CN([C@H](C)CO)C(=O)c2cccc(NC(=O)Nc3ccc(C(F)(F)F)cc3)c2O[C@H]1CN(C)S(=O)(=O)c1cccs1	48	1	14	-9	-8	14	-22	-7	3.7
39	CC(=O)Nc1n[nH]c(=S)s1	8	-3	5	-2	0	8	-2	3	1.0
40	Cc1c(C(=O)Nc2ccccc2Cl)oc2ccc(S(=O)(=O)N3CCC4(CC3)OCCO4)cc12	47	8	8	2	-20	7	-4	-1	9.5
41	COc1ccc(CCN(Cc2nc3ccccc3c(=O)[nH]2)C(=O)c2ccco2)cc1	9	18	5	-2	1	-1	-8	2	-0.9
42	COc1ccc2nc(NNC(=O)COc3ccccc3)sc2c1	6	19	1	1	0	7	0	3	0.8
43	O=C(NCc1ccccc1)C1=C[C@@H](c2ccc(Br)cc2)C[C@@H](OCc2ccc(CO)cc2)O1	34	2	7	-3	8	15	-8	-3	0.4
44	CC(Sc1nc2ncc(Cl)cc2[nH]1)C(=O)Nc1ccccc1[N+](=O)[O-] (stereo unspecified)	-39	22	4	-2	-11	4	-16	-4	3.4
45	CC(Oc1ccc(-c2ccccc2)c(F)c1)c1ccn(S(=O)(=O)c2ccc(Br)cc2)n1 (stereo unspecified)	7	11	2	-4	-18	3	-5	-1	11
46	COc1cc(NC(=O)Cn2cnc(S(=O)(=O)N3CCCCC3)c2)cc(OC)c1OC	-7	5	0	11	6	-7	0	-1	-0.1
47	O=[N+]([O-])c1cccc(-c2nnn(C34CC5CC(CC(C5)C3)C4)n2)c1	-10	6	3	-3	-35	6	-3	-1	0.2
48	CC(C)(C)NC(=O)COC(=O)c1ccc(NC(=O)CC#N)cc1	-3	-3	7	5	-18	-7	-7	1	-0.5
49	COc1ccc(S(=O)(=O)Nc2cc(C)on2)cc1OC	-1	1	8	1	11	-8	9	0	2.1
50	Cc1ccc(NC(=O)c2nc(S(=O)(=O)Cc3ccccc3C)ncc2Cl)cc1C	1	-20	-2	-8	23	4	0	-5	-1.0
51	NS(=O)(=O)c1cc(C(=O)OCCNC(=O)c2ccccc2)c(Cl)cc1Cl	6	7	2	-3	12	-2	0	1	-3.4
52	CC(=O)c1cccc(NC(=O)C(C)OC(=O)CCN=C2NS(=O)(=O)c3ccccc32)c1 (stereo unspecified)	2	13	3	9	-5	11	-1	0	3.0
53	OCC[C@@H]1C[C@H](O)[C@@H](O)[C@@]2(OCc3cc(Cl)ccc32)O1	-16	-9	2	-8	14	6	-2	0	-1.3
54	COc1ccc(C(C)NC(=O)c2ccccc2Br)cc1OC (stereo unspecified)	2	20	10	-3	-6	11	-5	0	-0.4
55	COc1ccc(NC(=O)CN(C)CC(=O)Nc2ccccc2SC)cc1Cl	-1	-9	3	8	-1	2	-4	1	-0.5

Full records as entered above:
`CC(=O)c1cccc(NC(=O)C(C)OC(=O)CCN=C2NS(=O)(=O)c3ccccc32)c1` (stereo unspecified) as listed: TAAR1 antag = 2; M1 PAM parental = 13; TAAR1 agonist = 3; CHRM4 PAM = 9; CRFBP-R2 block = -5; M5 antag = 11; CHRM5 PAM = -1; CHRM5 agonist = 0; CRFBP-R2 agonist = 3.0
`Cc1ccc(NC(=O)c2nc(S(=O)(=O)Cc3ccccc3C)ncc2Cl)cc1C` as listed: TAAR1 antag = 1; M1 PAM parental = -20; TAAR1 agonist = -2; CHRM4 PAM = -8; CRFBP-R2 block = 23; M5 antag = 4; CHRM5 PAM = 0; CHRM5 agonist = -5; CRFBP-R2 agonist = -1.0

Screening data deposited in PubChem BioAssay by several laboratories.
